Source: PubChem (Broad Institute)
miR122 inh: miR-122 inhibition in Huh7 cells | activation (reporter increase), % at 12.5 µM | actives 0.3% (n = 340,000) | Huh7 miR-122 Renilla luciferase sensor, 48 h; neutral wells = 0, positive control = 100;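 active means mean replicate activation score at least 90 and every replicate individually at or above 90; inconclusive means only one of the two criteria met; inactive means neither criterion met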;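 further: higher luciferase means less miR-122 activity so hits act as miR-122 inhibitors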
* = called active by the depositor; ? = inconclusive.

entry	SMILES	miR122 inh
1	COCCN(CC(=O)NCC1CCCO1)C(=O)CCC(=O)Nc1cc(C)on1 (configuration not stated)	0.2
2	NC(=O)CC12CC3CC(C1)CC(CC(N)=O)(C3)C2	-4.2
3	Cn1nc(-c2ccc(C(=O)O)cc2)c2ccccc2c1=O	8.8
4	Cc1cc2c(ncn2Cc2ccccc2)c(NS(C)(=O)=O)c1C	-6.7
5	Cc1cc(-c2ccccc2)nc(=O)[nH]1	-4.3
6	CCOC(=O)CSC1=C(C#N)C(c2ccccc2C)C2=C(CCCC2=O)N1 (configuration not stated)	0.2
7	Cc1ccccc1OCC(=O)NCC(=O)OCC(=O)c1ccc2ccccc2c1	2.8
8	CCC(C)NC(=O)CN(c1cc(C)ccc1OC)S(C)(=O)=O (configuration not stated)	-1.6
9	CCOC(=O)CS(=O)(=O)c1ccc2ccccc2c1	3.3
10	COc1ccc(CCN(C(=O)c2cccc(F)c2)C2CC(=O)N(c3ccccc3)C2=O)cc1 (configuration not stated)	2.7
11	CCOC(=O)/C=C1\SCC(=O)N1CC(=O)Nc1ccc(C(C)C)cc1	18.1
12	CC(C)C1N=C(c2ccc3c(c2)OCO3)CC(c2ccccc2O)N1 (configuration not stated)	10.5
13	N#CCCn1cc(/C=C(\C#N)c2nc3ccccc3s2)c(-c2ccc(F)cc2)n1	-10.1
14	CCN1CCCC1CNC(=O)c1cc2c(-c3cccc(OC)c3)nn(C)c2s1 (configuration not stated)	-2.3
15	CCCCNc1cc(C)nc(NCc2ccccc2)n1	-41.0
16	Cc1ccc(NS(=O)(=O)c2cccc(C(=O)n3ncc(C#N)c3N)c2)c(C)c1	-1.1
17	CC(=Nc1cccc(C)c1)c1sc2ccccc2c1O	3.1
18	Cc1nn(C)cc1/C=N/NC(=O)c1sc2ccccc2c1Cl	5.6
19	Cn1c(N/N=C2\CCCc3ccccc32)nc2c1c(=O)n(Cc1ccccc1)c(=O)n2C	3.5
20	CCOC(=O)c1cccc(N2C(N)=NC(N)=NC2(C)C)c1	2.2
21	O=C(Nc1ccccc1F)C1C2C=CC3(O2)C1C(=O)N(c1cccnc1)C3C(=O)NC1CCCCC1 (configuration not stated)	-5.8
22	CCNC(=O)C1(c2ccccc2)CCCC1	-8.6
23	CNCC/C=C1/c2ccccc2CSc2ccccc21	-7.1
24	CCNC(=S)N1CCN(c2ccc([N+](=O)[O-])cc2)CC1	-1.8
25	COC(=O)CC1Oc2ccccc2N(Cc2ccc(C)cc2)C1=O (configuration not stated)	-3.1

Some of these compounds in order of SMILES length, rising:
entry	SMILES	miR122 inh
17	CC(=Nc1cccc(C)c1)c1sc2ccccc2c1O	3.1
3	Cn1nc(-c2ccc(C(=O)O)cc2)c2ccccc2c1=O	8.8
20	CCOC(=O)c1cccc(N2C(N)=NC(N)=NC2(C)C)c1	2.2
12	CC(C)C1N=C(c2ccc3c(c2)OCO3)CC(c2ccccc2O)N1 (configuration not stated)	10.5
11	CCOC(=O)/C=C1\SCC(=O)N1CC(=O)Nc1ccc(C(C)C)cc1	18.1

(continued)
entry	SMILES	miR122 inh
26	O=C(NC1CCS(=O)(=O)C1)c1cn(-c2ccccc2)nc1-c1ccccc1 (configuration not stated)	1.1
27	CCCC(=O)N1CCN(c2ccc(NC(=O)c3cc4ccccc4o3)cc2)CC1	5.8
28	O=C(Nc1ccccc1)N1CCC(c2ccccc2)C1 (configuration not stated)	-0.2
29	CCc1ccccc1NC(=O)c1ccoc1C	3.5
30	CCOC(=O)C(NC(=O)Nc1ccccc1)(OCC)C(F)(F)F (configuration not stated)	-0.1
31	Cc1nc(N2CCN(Cc3ccccc3)CC2)nc2c1C(=O)CC(C)C2 (configuration not stated)	-4.5
32	Cc1cc(N2CCN(c3ccccc3)CC2)n2nnnc2n1	-2.8
33	COc1ccc(S(=O)(=O)NNC(=O)c2cc3c4ccccc4n(C)c3s2)cc1	11.3
34	COc1ccc(S(=O)(=O)N(C)CC(=O)N2CCN(c3ccc(F)cc3)CC2)cc1OC	-19.5
35	CN(/C(=N\S(=O)(=O)c1ccccc1)C(F)(F)F)c1ccccc1	-6.9
36	Cc1ccc(C(=O)NC=C(Cl)Cl)cc1	-8.3
37	O=S(=O)(NC1CCCC1)c1ccc(S(=O)(=O)NC2CCCC2)cc1	2.9
38	COc1ccc(OC)c(S(=O)(=O)Nc2cccc(C(C)=O)c2)c1	48.1
39	CSC1=NCCN1C(=O)c1ccc2c(c1)OCO2	-1.8
40	CCc1ccc(NC(=O)C2C3C=CC(C4CC34)C2C(=O)O)cc1 (configuration not stated)	-2.4
41	Cn1c(SCc2nc(-c3ccc(Br)cc3)no2)nnc1-c1ccco1	4.5
42	Cc1ccc(CNC(=O)C2CCN(S(=O)(=O)c3c(C)noc3C)CC2)cc1	1.3
43	CC(OC(=O)c1ccc(Cl)c(S(=O)(=O)N2CCc3ccccc32)c1)C(=O)Nc1ncc(Cl)cc1Cl (configuration not stated)	-0.7
44	COc1ccc(N2C(=O)C(Cl)=C(NCc3ccccc3)C2=O)cc1	-3.5
45	O=C(NCCCN1CCCC1=O)c1ccc(OCc2ccccc2)cc1	4.2
46	O=C(N/C(=C\c1ccco1)C(=O)N1CCCC1)c1cccs1	18.7
47	CCc1cc2c(CN3CCN(CC)CC3)cc(=O)oc2cc1O	-2.7
48	Cc1ccc(NC(=S)N(CCCN2CCOCC2)Cc2ccccn2)cc1Cl	-3.7
49	O=C(c1ccco1)N1CCN(C(=O)c2cc3sccc3n2Cc2ccccc2)CC1	-4.2
50	CCc1ccc(CCC(=O)Nc2ccc(OC)cc2)o1	6.3
51	Cc1cc(C)cc(NC(=O)CN(C)S(=O)(=O)c2cccc3nsnc23)c1	-0.4
52	COc1ccc(-c2ccc(/C=C3/C(=N)N4C=CSC4=NC3=O)o2)c([N+](=O)[O-])c1	-2.3
53	CC(C)Sc1cc(N2CCCC2)nc(-c2ccccc2)n1	0.3
54	CS(=O)(=O)Nc1ccc(OCc2ccccc2)cc1	-1.0
55	CCN(CC)C(=O)c1ccc(S(=O)(=O)N2CCC(c3nc4ccccc4s3)CC2)cc1	-10.3
56	COc1cc(C2CC(=O)c3cnc(NC(=O)COc4ccccc4)nc3C2)cc(OC)c1OC (configuration not stated)	-4.7
57	CC(C)Nc1nc(C#N)nc(NC(C)C)n1	-13.1
58	NC(=O)c1csc(-c2ccncc2)n1	-31.4
59	CC1(C)S/C(=N/N=C/c2cccs2)NC1=O	0.9
60	N#C/C(=C/c1ccc(N2CCCCC2)o1)C(=O)Nc1ccc(Cl)cc1	3.6
61	COc1ccc(Cn2c(N)c(C#N)c3nc4ccccc4nc32)cc1	7.1
62	COc1nc(C)nc2c1sc1nc3c(cc12)COC(C)(C)C3	2.6
63	CCOC(=O)C1=C(N)Oc2ccc3ccccc3c2C1c1cccnc1 (configuration not stated)	-3.4
64	CCNS(=O)(=O)c1ccc(OC)c(C)c1	6.0
65	Cc1nnc(SCC(=O)c2c(N)n(C)c(=O)n(C)c2=O)[nH]c1=O	-3.5
66	O=C(NCCN1CCOCC1)c1cc(Sc2cccc(Cl)c2)nc2ccccc12	-6.6
67	CCC(=O)NC1(C(F)(F)F)C(=O)Nc2c1c(=O)n(C)c(=O)n2C (configuration not stated)	-4.9
68	Clc1ccc2c(c1)c1cc(Cl)ccc1n2CN1CCOCC1	5.9
69	Cc1cc(C(F)F)n2ncc(C(=O)NCCc3ccc(Cl)cc3)c2n1	-5.1
70	N#C/C(=N\Nc1cccc(Cl)c1)C(=O)c1ccccc1	6.9
71	Cc1cccc(Sc2c([N+](=O)[O-])ncn2C)c1	4.6
72	CCOC(=O)N1CCN(c2nc(-c3cccs3)cc(C(F)(F)F)n2)CC1	-2.3
73	Cc1nc([N+](=O)[O-])c(N2CCN(Cc3ccccc3)CC2)n1Cc1ccccc1	-3.0
74	COCCNC(=O)c1ccc(N(C)S(=O)(=O)c2ccc(OC)c(OC)c2)cc1	-5.2
75	CCc1c(C)sc(NC(=O)C2CC2c2ccccc2)c1C(N)=O (configuration not stated)	-13.0

(continued)
entry	SMILES	miR122 inh
76	Cc1cccc(N(C)S(=O)(=O)c2ccc3[nH]cc(C(=O)N4CCOCC4)c(=O)c3c2)c1	-0.2
77	Cc1cc2oc(=O)cc(C)c2c(=O)o1	-5.1
78	Nc1ccc(CC2SC(=O)NC2=O)cc1 (configuration not stated)	-3.1
79	CC(Sc1nc(-c2ccccc2)cc(C(F)(F)F)n1)C(=O)NCCN1CCOCC1 (configuration not stated)	-0.9
80	CN1C(=O)c2ccccc2C(C(=O)NCc2ccco2)C1c1c[nH]c2ccccc12 (configuration not stated)	-1.5
81	CN(C)S(=O)(=O)c1ccc(C(=O)NCc2nnc(SCC(=O)Nc3ccc(F)cc3)n2-c2ccc(F)cc2)cc1	-12.1
82	O=C(COC(=O)c1c2ccccc2cc2ccccc12)Nc1ncc(C(F)(F)F)cc1Cl	2.4
83	CCN(CC)c1ccc(/C=N/NC(=O)OC)c(O)c1	3.9
84	CC1(C)Cc2c(c(=S)nc(-c3ccccc3)n2CCOCCO)CO1	-2.6
85	COC(=O)C(Nc1ccccc1Cl)(c1cc(C)c(O)c(C)c1)C(F)(F)F (configuration not stated)	1.2
86	O=C(Nc1ccccc1C(=O)NCC1CCCO1)c1ccc(Cl)cc1Cl (configuration not stated)	-3.8
87	COc1cc(/C=C/C(=O)Nc2ccc(N3CCCCC3)c(S(=O)(=O)Nc3ccccc3Cl)c2)cc(OC)c1OC	288.7*
88	C=CCNc1cc(C(F)(F)F)nc(-c2ccccn2)n1	-3.0
89	Cc1c(N=Cc2cc3c(cc2Cl)OCO3)c(=O)n(-c2ccccc2)n1C	-13.8
90	CCCCN(CC)C(=O)Cc1ccccc1OC	-2.1
91	CC(=O)SC(C[N+](=O)[O-])c1cn(C(C)=O)c2ccccc12 (configuration not stated)	0.2
92	CC(C)COC(=O)c1ccc(NC(=O)C2C3C=CC(C3)C2C(=O)O)cc1 (configuration not stated)	-1.6
93	Cc1ccc(C(=O)OCC(=O)Nc2ccccc2N2CCOCC2)cc1	-3.3
94	CCc1ccc2nc(NC(=O)CSCc3c(C)noc3C)sc2c1	11.1
95	Cc1cnc(NC(=O)CSc2ncc(-c3ccccc3)n2Cc2ccco2)s1	6.1
96	CC1CC(c2ccccc2)n2nc(NC(=O)c3cccs3)nc2N1 (configuration not stated)	-2.6
97	Cc1cccc(NC(=O)c2c(F)c(F)c(F)c(F)c2F)c1	-3.5
98	C/C(=N\N=C(c1ccccc1)c1ccccc1)c1cccs1	-0.2
99	Cc1cc(OCC(=O)N2CCOCC2)c(C(C)C)cc1Cl	-1.3
100	CCOc1cc(S(=O)(=O)Nc2ccccc2CC)ccc1Cl	7.5
101	O=C1CC(c2ccco2)Cc2nc(Nc3ccc(F)cc3)ncc21 (configuration not stated)	-2.2
102	Cc1ccccc1OCc1nc2ccccc2c(=O)n1N	-1.9
103	CCC(C)N=Cc1c(NCc2ccco2)nc2c(C)cccn2c1=O (configuration not stated)	-7.1
104	Cc1ccc(C2c3c(-c4ccccc4O)n[nH]c3C(=O)N2Cc2ccncc2)cc1 (configuration not stated)	?
105	CNC(=O)c1nn(-c2ccc(Cl)cc2)ccc1=O	0.2
106	CC1CCCCN1C(=O)CSc1nnc(Cc2ccccc2)n1C (configuration not stated)	-4.9
107	O=C(O)c1ccc(NCc2ccncc2)cc1	-4.2
108	COc1ccccc1CNC(=O)Cn1nnc(-c2ccncc2)n1	2.6
109	COC(=O)[C@@H](NC(=O)Nc1ccccc1F)C(C)C	-8.2
110	COc1ccc(C(=O)NCCc2c[nH]c3ccccc23)cc1S(=O)(=O)N1CCOCC1	2.0
111	Cc1oc(-c2cccs2)nc1CN1CC[C@@](O)(c2ccccc2)[C@H]2CCCC[C@@H]21	-2.8
112	COc1ccc(C2N(c3cc(C)on3)C(=O)C3CCCN32)cc1OC (configuration not stated)	-0.9
113	O=S(=O)(c1cnccc1N1CCN(/N=C/c2ccc(Br)cc2)CC1)N1CCCCC1	2.6
114	O=C(NCc1ccncc1)C(F)(F)C(F)(F)C(=O)NCc1ccncc1	-3.2
115	CCNc1nc(NC(C)C)nc(Oc2ccc(OCc3ccccc3)nn2)n1	3.4
116	COc1ccc(NC(=O)CN2CCCCC2)cc1	4.5
117	CS(=O)(=O)N(Cc1ccccc1)c1ccc(C(=O)NCc2ccccc2)cc1	0.2
118	N#C/C(=C\c1ccc(-c2cccc(Cl)c2)o1)C(=O)Nc1cccc2cccnc12	7.1
119	CN(C)C(=O)N1CCC(C(=O)NCc2ccccc2Cl)CC1	-2.4
120	COc1cc(NC(=O)c2ccco2)ccc1NC(=O)c1ccccc1Cl	3.6
121	Cc1ccc(OC(C)C(=O)Nc2ccc(C)c(S(=O)(=O)Nc3ccc(C)cc3C)c2)cc1 (configuration not stated)	195.7*
122	O=[N+]([O-])c1ccc2c(c1)C(N1CCOCC1)/C(=C/COc1ccc(Cl)cc1Cl)O2 (configuration not stated)	2.9
123	CN1C2C=C3C(C#N)=C(N)C(C#N)(C#N)[C@@H](c4cccs4)C3C1CC2 (some centres not stated)	0.4
124	Cn1c(C(=O)NCc2ccc3c(c2)OCO3)cc2sccc21	2.7
125	C=CCn1c(SCC(=O)Nc2ccc(-c3nc4ccc(C)cc4s3)cc2)nnc1-c1ccccc1	-3.6

Additional records follow:
entry	SMILES	miR122 inh
126	O=c1cc(CSc2ccc(Cl)cc2)nc(N2CCOCC2)[nH]1	3.0
127	CC(O)CNCCNCc1c(OCc2ccccc2)ccc2ccccc12 (configuration not stated)	-3.8
128	CCOc1ccc(NC(=O)CCn2cccc2)cc1	4.5
129	CCOC(=O)c1ccc(NC(=O)CSc2nccn2C)cc1	-13.4
130	CC1(C(=O)Nc2ccc(Cl)c(Cl)c2)CCN1C(=O)Cc1ccc(-c2ccccc2)cc1 (configuration not stated)	-25.4
131	COc1cccc(/C=N/n2nnc3c(cnn3-c3ccccc3)c2=O)c1	-5.4
132	Cc1ccc2c(CC(=O)NC3=NCCS3)coc2c1	-4.2
133	NC(=O)c1c(NC(NC(=O)c2ccco2)C(=O)c2ccc(Cl)cc2)sc2c1CCCC2 (configuration not stated)	3.3
134	COc1ccc(-n2nnnc2SCC(=O)c2cc3ccccc3o2)cc1	-0.9

The list is partial. The share of hits here may be higher or lower than overall.
